Abeta rescue = A-beta toxicity reversal in yeast; AID 1347071; Potency, µM (top dose mostly 46.1 µM), for inactives: top-dose growth rescue, hits mostly activators; yeast expressing A-beta42, growth rescue, OD600, 48 h; response scale: 0% DMSO, 100% iron-clioquinol control; hit rate 0.063% among 410,000; also: potency is read from the fitted curve at half-maximal effect; nearly all actives have a fitted effect of over 55% in size
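Yeast growth medium received pinned compounds, then yeast cells expressing toxic A-beta were added; plates incubated at 30 C for 48 hr. Growth read as absorbance at 600 nm, normalized to DMSO and equimolar FeCl3 plus clioquinol controls.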
D3 ag = agonists of human D3 dopamine receptor; AID 652048; D3R DiscoveRx beta-arrestin cells, luminescence, 90 min; P35462; max activation, %; hit rate 0.58% among 410,000; in the data active = max activation above about 30%; also: 0% is about no effect; mostly tested at two doses, the higher about 12 µM
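Agonist-mode cell screen: cells plated at 1500/well and incubated overnight at 37 °C, then exposed to library compounds for 90 min at 37 °C. Detection reagent was added for 30–60 min at room temperature, and luminescence was read.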
EPAC2 agonist = EPAC2 (human) agonism | hit rate 0.079% among 360,000 | Q8WZA2 | AID 720711 | EPAC2 activation, biochemical qHTS; response scale: 100% = 6.5 mM cAMP response | Potency, µM (titrated, usually from 154 µM), for inactives: at the top dose activation, hits mostly activators; also: potency is read from the fitted curve at half-maximal effect; nearly all actives have a fitted effect of over 50% in size
Target sequence (Q8WZA2 whole entry, looked up): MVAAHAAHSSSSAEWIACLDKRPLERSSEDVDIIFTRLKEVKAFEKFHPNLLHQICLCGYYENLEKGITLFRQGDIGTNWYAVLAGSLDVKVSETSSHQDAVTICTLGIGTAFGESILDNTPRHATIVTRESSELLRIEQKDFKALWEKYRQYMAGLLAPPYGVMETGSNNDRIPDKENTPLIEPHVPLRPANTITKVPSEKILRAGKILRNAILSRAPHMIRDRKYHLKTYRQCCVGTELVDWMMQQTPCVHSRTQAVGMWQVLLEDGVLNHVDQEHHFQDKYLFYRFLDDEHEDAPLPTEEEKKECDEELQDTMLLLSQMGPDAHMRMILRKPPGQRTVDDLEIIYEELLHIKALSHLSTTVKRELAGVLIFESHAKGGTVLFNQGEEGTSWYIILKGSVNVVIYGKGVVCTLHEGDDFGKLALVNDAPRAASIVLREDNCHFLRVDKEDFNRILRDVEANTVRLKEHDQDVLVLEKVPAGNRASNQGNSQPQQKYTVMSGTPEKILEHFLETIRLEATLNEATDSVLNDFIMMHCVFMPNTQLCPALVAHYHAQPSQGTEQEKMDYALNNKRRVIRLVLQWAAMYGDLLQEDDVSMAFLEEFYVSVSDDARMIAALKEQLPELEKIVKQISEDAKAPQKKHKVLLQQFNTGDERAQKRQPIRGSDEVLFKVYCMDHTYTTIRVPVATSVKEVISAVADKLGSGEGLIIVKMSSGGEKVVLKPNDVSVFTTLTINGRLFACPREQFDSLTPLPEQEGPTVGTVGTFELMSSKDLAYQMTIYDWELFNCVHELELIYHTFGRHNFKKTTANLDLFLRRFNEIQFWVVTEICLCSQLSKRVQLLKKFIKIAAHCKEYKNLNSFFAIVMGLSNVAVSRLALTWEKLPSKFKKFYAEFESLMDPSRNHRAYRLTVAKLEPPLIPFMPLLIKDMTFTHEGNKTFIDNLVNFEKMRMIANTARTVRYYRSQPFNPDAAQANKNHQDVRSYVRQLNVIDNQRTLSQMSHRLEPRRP
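Each well held 100 nM EPAC2, 250 nM RAP1B-BODIPY-GDP and 50 uM GDP. Fluorescence, read at 5-min intervals to 30 min, was referenced to a 6.5 mM cAMP positive control.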
D3 antag = D3 dopamine receptor (human) antagonism; P35462; D3R cells, DiscoveRx beta-arrestin luminescence, antagonist mode; stronger effect = lower value; max response, negative = inhibition, %; hit rate 2.5% among 360,000; AID 652054; in the data active = max response below about -50%; inconclusive = no clear call, values can overlap the other calls; also: % is scaled to controls: 0 for no effect and ±100 for the full control effect; mostly tested at two doses, the higher about 12 µM
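Cells expressing the human receptor were seeded at 1500 cells/well, incubated overnight at 37 degrees C in 5% CO2, then exposed to library compounds with dopamine controls for 90 minutes at 37 degrees C before luminescent detection.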
TDP43 rescue = rescues yeast growth from TDP-43 toxicity; TDP-43 expressing yeast growth rescue, BacTiter-Glo, 24 h; Potency, µM (titrated, usually from 46.1 µM), for the others: at the highest dose growth rescue (activation), most hits filed as activators; hit rate 1.8% among 410,000; AID 652104; also: potency is read from the fitted curve at half-maximal effect; % of control where 0% means no effect; nearly all actives have a fitted effect of over 50% in size
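Luminescence from BacTiter-Glo reports growth of TDP-43-expressing yeast after 24 hr at 30 deg C with compound. Cells were raffinose-pregrown to mid-log, then seeded in galactose medium at OD600=0.02.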
aSyn rescue = alpha-synuclein toxicity inhibition in yeast; hit rate 0.14% among 370,000; Potency, µM (top dose mostly 46.1 µM), without a hit: at the top dose growth rescue (activation), hits mostly activators; Yeast expressing alpha-synuclein, growth rescue, BacTiter-Glo, 24 h; AID 652106; also: potency is read from the fitted curve at half-maximal effect; % of control where 0% means no effect; nearly all actives have a fitted effect of over 65% in size
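Screening used galactose-induced yeast with toxic alpha-synuclein levels, exposed to compound for 24 hr at 30 deg C. Cell growth, read with BacTiter-Glo luminescence, gave the measured signal.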
EPAC2 antagonist = antagonists of human EPAC2 | Q8WZA2 | EPAC2 GEF exchange of Rap1B-BODIPY-GDP, fluorescence | Potency, µM (highest dose often 114 µM), for inactives: top-dose activity, negative = inhibition, hits mostly inhibitors | hit rate 0.18% among 360,000; also: potency is read from the fitted curve at half-maximal effect; % is scaled to controls: 0 for no effect and ±100 for the full control effect; nearly all actives have a fitted effect of over 45% in size; many of its hits are not listed in these tables
FUS suppressor = rescues growth of FUS-expressing yeast; S. cerevisiae FUS-expressing, growth rescue, OD600, 24 h; Potency, µM (doses to about 76.6 µM), inactives show at the top dose growth rescue (activation), actives largely listed as activators; hit rate 0.24% among 390,000; AID 1347120;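 also: potency is read from the fitted curve at half-maximal effect; plate controls were DMSO vehicle for no effect and reference control for full effect; nearly all actives have a fitted effect of over 55% in size; some results filed as inactive show a strong effect at the top dose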
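FUS-expressing yeast, raffinose-pregrown, induced in 2% galactose minimal medium at OD 0.005; compounds in a dilution series, 24hr at 30C. Growth restoration read as absorbance at 600 nm. CP55940 positive control, DMSO negative.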
Active calls of the source: *; ? = inconclusive; . = no result given; [ ] = remark or other dose. Unless noted, calls follow the shape of the dose curve; as a rule, active = well fitted curve in the direction sought with a large enough effect; inconclusive = small, poorly fitted or top-dose-only effect, or another doubt; inactive = no such curve, though single readings can be large; an effect the other way counts as inactive or inconclusive. Some of the compounds tested; rates above refer to the full screens.

SMILES	Abeta rescue	D3 ag	EPAC2 agonist	D3 antag	TDP43 rescue	aSyn rescue	EPAC2 antagonist	FUS suppressor
COC(=O)c1ccc(COc2ccccc2/C=C(\C#N)C(=O)Nc2c(C)cc(C)cc2C)cc1	-2%	-5	6%	-5	2%	6%	-3%	15%
CC(C)N(Cc1nccn1C)C(=O)c1cc(COc2ccc(F)cc2Cl)on1	-8%	-9	-15%	-2	16%	0%	0%	.
COCCNC(=O)c1cc2sccc2n1C	0%	-2	8%	-22	15%	-8%	11%	-14%
C/C=C/C1=CC(=O)C[C@H](c2ccc3c(c2)OCO3)C1	2%	14	5%	11	11µM*	8%	-2%	3%
COc1ccc(NC(=O)c2cc3ccccc3cc2OC)cc1	-38%[inhibitor]	0	2%	21	?	0%	-19%	37%
O=C(NNc1ccccc1C(F)(F)F)c1sccc1Br	3%	1	11%	9	10%	8%	-6%	7%
CCCCOc1ccc(Cc2c(O)nc(SC)[nH]c2=O)cc1	-9%	3	-2%	-1	6%	4%	5%	1%
CCOc1ccc2nc(Cl)sc2c1	-5%	3	3%	-4	20%[9.22 µM]	-5%	5%	-7%
COc1ccc(NS(=O)(=O)c2ccc(OC)c(N(C)S(=O)(=O)c3ccc(Cl)cc3)c2)cc1	-14%	-6	10%	-15	-14%	1%	-17%	-36%
O=C(N/N=C/c1cc(Cl)cc([N+](=O)[O-])c1O)NC12CC3CC(CC(C3)C1)C2	-1%	0	17%	?	-2%	11%	?	8%
Cc1ccc(NC(=O)Nc2c(C)[nH]c(=O)[nH]c2=O)cc1Cl	-23%	-2	-3%	7	-16%	2%	3%	9%
COC(=O)c1ccc(C)c(NC(=O)CCc2ccc(OC)cc2)c1	2%	-6	13%	-11	0%	-5%	-4%	8%
CCN1CCN(C(=O)Nc2ccc(Cc3ccc(NC(=O)N4CCN(CC)CC4)cc3)cc2)CC1	9%	-25	2%	-22	-12%	9%	9%	39%
CCCCC(C(=O)O)C(C)CC(=O)Nc1nccs1 (stereo not given)	3%	0	10%	-2	-13%	-1%	0%	0%
O=C(OCc1cc2ccccc2[nH]c1=O)c1ccccn1	9%[9.22 µM]	-3	6%	24	-12%	-2%	2%	-34%
Cc1ccc(CNC(=O)C(=O)NCC2OCCCN2S(=O)(=O)c2ccc(F)cc2)cc1 (stereo not given)	-5%	-16	7%	-13	0%	-5%	-9%	.
CCCCOc1ccc(NS(=O)(=O)c2ccc(-n3cnnn3)cc2)cc1	-11%	3	-3%	-9	8%	-1%	3%	14%
Cc1ccc(NC(=O)N2CCCC2C(=O)Nc2ccc3c(c2)OCCO3)cc1 (stereo not given)	2%	0	6%	16	-3%	3%	-5%	7%
CCOC(=O)c1c(NC(=O)C(Sc2ccccc2)c2ccccc2)sc(C(=O)N(C)C)c1C (stereo not given)	2%	-6	7%	-23	-20%	-7%	-11%	.
Cn1cnc2c1c(=O)n(Cc1ccccc1C#N)c(=O)n2C	-9%	-4	-3%	-7	-17%	-2%	-4%	3%
CCSc1nnc(CNC(=O)c2ccccc2F)n1-c1ccccc1OC	-1%	-2	5%	30	11%	0%	-3%	-33%
CC(=O)Nc1ccc(S(=O)(=O)Nc2ccccc2C(=O)N2CCCCC2)cc1	-3%	-9	-2%	-10	-12%	1%	3%	-5%
CCC(=O)N(c1nnc(SCC(=O)NN2C(=O)NC3(CCCCC3)C2=O)s1)C1CC1	-3%	-3	5%	-13	7%	-2%	4%	-14%
O=C(/C=C/c1ccc(S(=O)(=O)N2CCOCC2)cc1)NC(CO)C(O)c1ccc([N+](=O)[O-])cc1 (stereo not given)	7%	-7	10%	-25	18%	-9%	-1%	6%
CC(=O)Nc1ccc(S(=O)(=O)Oc2ccc(C=O)cc2)cc1	17%	1	12%	-4	14%	4%	0%	.
Oc1cc(Nc2ccncc2)cc2cccnc12	-28%	.	6%	.	.	.	14%	-14%
CN(C)S(=O)(=O)c1ccc(C(=O)NCc2nnc(SCC(=O)N3CCCC3)o2)cc1	-5%	-1	6%	7	-2%	-1%	-6%	.
N#CCCN(C(=O)COC(=O)Cc1c[nH]c2ccccc12)c1ccccc1	10%	-23	-2%	13	-22%	-4%	5%	9%
COc1ccc(/C=N/NC(=O)c2ccn[nH]2)cc1COc1ccc([N+](=O)[O-])c(C)c1	-6%	9	6%	14	25µM*	29%	3%	28%
O=C(NCCc1ccccc1)c1cnc2ccccn2c1=O	-6%	-16	5%	-22	1%	0%	17%	-5%
COc1ccc(-c2csc(-n3cccn3)n2)cc1	-11%	10	7%	-18	10µM*	2%	-19%	-19%
O=[N+]([O-])c1cc([N+](=O)[O-])c(Oc2cc(F)cc(F)c2F)cc1NN1CCCCC1	-3%	10	8%	-23	18%	-6%	-20%	7%
COCCCN(C(=O)c1cc(Cl)nc2ccccc12)c1c(N)n(Cc2ccccc2)c(=O)[nH]c1=O	2%	-9	18%	-4	5%	-3%	1%	-1%
CCCNC(=O)COC(=O)c1cc2c(=O)n3ccccc3nc2s1	1%	1	5%	7	8%	-1%	13%	-7%
CCCCC(=O)Nc1cc(OCC)c(NC(=S)NC)cc1OCC	1%	8	6%	5	-11%[9.22 µM]	0%	-1%	28%
O=c1ccn([C@@H]2O[C@H](CNCc3cccn3-c3ccncc3)[C@@H](O)[C@H]2O)c(=O)[nH]1	-22%	-9	15%	-15	-8%	10%	12%	7%
CC(C)(C)S(=O)N1Cc2cc(CO)cc(-c3ccccc3)c2[C@@H]1CCO (stereo not given in full)	-18%	2	10%	2	-11%	1%	7%	7%
Cc1ccc(-c2ccc(=O)n(CCC(=O)N3CCN(c4cccc(C)c4)C(C)C3)n2)cc1 (stereo not given)	-2%	4	-6%	5	?	12%	-7%	20%
CCOC(=O)N1CCN(C(=O)C2CCC(=O)N(CCCN3CCCC3=O)C2)CC1 (stereo not given)	8%	12	0%	-5	-4%	3%	0%	-16%
CC12CCC(C(=O)N(CC3CO3)C1=O)C2(C)C (stereo not given)	-17%	11	9%	11	-4%	2%	-7%	-24%

Given in markdown: part of the list above.
| canonical_smiles | Abeta rescue | D3 ag | EPAC2 agonist | D3 antag | TDP43 rescue | aSyn rescue | EPAC2 antagonist | FUS suppressor |
| --- | --- | --- | --- | --- | --- | --- | --- | --- |
| O=[N+]([O-])c1cc([N+](=O)[O-])c(Oc2cc(F)cc(F)c2F)cc1NN1CCCCC1 | -3% | 10 | 8% | -23 | 18% | -6% | -20% | 7% |
| COCCCN(C(=O)c1cc(Cl)nc2ccccc12)c1c(N)n(Cc2ccccc2)c(=O)[nH]c1=O | 2% | -9 | 18% | -4 | 5% | -3% | 1% | -1% |
| CCCNC(=O)COC(=O)c1cc2c(=O)n3ccccc3nc2s1 | 1% | 1 | 5% | 7 | 8% | -1% | 13% | -7% |

The listing continues:
SMILES	Abeta rescue	D3 ag	EPAC2 agonist	D3 antag	TDP43 rescue	aSyn rescue	EPAC2 antagonist	FUS suppressor
Cc1ccc(CC(=O)Nc2cccnc2)cc1	5%	2	-3%	?	4%	-3%	6%	-28%
CC(=C/c1ccccc1)/C=N/n1cnnc1	-13%	0	6%	28	-2%	.	6%	3%
Cc1ccc(NC(=O)CSCC(=O)Nc2ccccc2C(=O)N2CCCCC2)cc1	1%	-5	-2%	-1	-18%	2%	-4%	14%
COC(=O)CSc1nnnn1-c1ccccc1	-3%[9.22 µM]	-5	-1%	14	0%	-4%	15%	-39%
Nc1cccc2cc(-c3ccccc3)oc12	-6%	-3	8%	12	?	-14%	-2%	5%
C[C@@]12CCC=C[C@H]1[C@H](c1ccc(/C=C/c3ccccc3)cc1F)N(Cc1ccccc1)C2=O	-2%	-26	6%	-15	3%	-1%	-4%	?
CCOc1ccc(CCN2C(=S)N([C@@H](Cc3ccc(O)cc3)CN3CCCC3CN3C(=S)NC[C@@H]3Cc3ccc(O)cc3)C[C@@H]2CC(C)C)cc1 (stereo not given in full)	5%	-44	5%	-68*	?	-41%[inhibitor]	-1%	?
NC(=O)c1ccc(-n2nnnc2SCC(=O)NC2CCCCC2)cc1	1%	3	3%	6	-11%	-6%	-7%	1%
O=C(C[n+]1ccc(/C=N/O)cc1)N(Cc1ccccc1)Cc1ccccc1	-5%	-2	6%	18	4%	7%	4%	14%
CCCOc1nc2ccccc2cc1/C=C/C(=O)O	2%	16	4%	13	-9%[0.397 µM]	-1%	12%	20%
CSc1ccccc1NC(=O)c1ccoc1C	-2%	2	6%	8	?	-11%	-7%	23%
COc1cc2c(C)nc(C)c(C#N)c2cc1OC	20%	1	4%	?	11%	5%	-3%	-8%
O=C(N/N=C\c1cc2c(cc1[N+](=O)[O-])OCO2)c1cccs1	-10%	1	-1%	-9	-5%	-1%	0%	-18%
O=C1Nc2ccc(Br)cc2C1(O)Cc1ccncc1 (stereo not given)	21%	2	8%	-6	10%	3%	7%	-17%
O=C(Nc1ccc[n+](CC(=O)c2cccc3ccccc23)c1)c1ccccc1	6%	-10	10%	?	-10%	-4%	-7%	.
O=C(CN1CCS(=O)(=O)CC1)NNC(=O)C1CCCCC1	6%	-1	0%	-9	-8%	-4%	7%	3%
Cc1cccc(NC(=O)CNC(=O)c2cccs2)n1	-6%	2	-7%	8	-15%	-3%	6%	3%
COc1ccc(S(=O)(=O)N2CCCCCC2)cc1C(=O)OCC(=O)NCC(C)C	13%	-3	4%	0	-16%	-4%	12%	30%
O=C(CSCC(=O)NN=Cc1ccccc1)NN=Cc1ccccc1	-12%	-3	1%	7	-14%	-21%	5%	28%
CC(C)Oc1ccc(S(=O)(=O)N2CCOCC2)cc1NC(=O)C(C)Oc1ccc(F)cc1 (stereo not given)	16%	4	0%	2	21%	0%	-5%	32%
Cc1ccc2[nH]c3c(c2c1)CC/C(=C/c1ccccc1)C3=O	-3%	2	-1%	38	?	1%	3%	19%
O=C1CCCN1CCCNc1ncnc2c1[nH]c1ccccc12	-10%	-6	13%	5	-8%	0%	-3%	20%
NC(Cc1ccc(C(F)(F)F)cc1)c1csc(Nc2cnccn2)n1 (stereo not given)	17%	-1	6%	1	0%	-8%	-2%	0%
N#Cc1c(F)cccc1NCc1cccnc1	-1%	-19	2%	?	9%	3%	26%	8%
Cc1csc2nc(COc3ccc(NC(=O)COc4ccccc4)cc3)cc(=O)n12	-5%	-1	.	.	17%	.	.	11%
O=C(c1ncc[nH]1)c1ccccc1C(=O)N1CCOCC1	2%	-17	6%	15	-7%	-1%	12%	-3%
Cc1ccc(S(=O)(=O)N(C)CC(=O)NCCc2c[nH]c3ccccc23)cc1	-5%	-1	16%	-15	0%	15%	2%	-3%

Compound activity: PubChem, National Center for Advancing Translational Sciences (NCATS)
